High-throughput results (PubChem)
APJ agonist: agonists of human APJ apelin receptor; P35414; CHO-K1 APJ PathHunter beta-arrestin, luminescence; 0% DMSO wells, 100% apelin; activation, % at 20 µM; 0.11% of 330,000 active;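 active means activation more than six SD over the plate average, tested at 20 µM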;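 further: 0% = DMSO alone and 100% = apelin-13 at 10 nM; some results filed as inactive read as strong as hits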
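Incubation: overnight seeding, 90 min compound at 25 °C, 1 h detection; test system: PathHunter CHO-K1 APJ (AGTRL-1) beta-arrestin reporter cells; amount: 1000 cells/well; doses: one dose, 20 µM compound, 1% DMSO; measured by: beta-gal luminescence; measure: agonist-driven arrestin binding to APJ; benchmarks: negative DMSO alone, positive Apelin-13 at 10 nM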
APJ antag: APJ receptor antagonism | P35414 | AID 2521 | 0.32% of 330,000 active | inhibition, % at 20 µM | CHO-K1 APJ beta-arrestin complementation, luminescence;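 active means inhibition above about 40% at 20 µM, limit read from the data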;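 further: cells challenged with 10 nM apelin-13 agonist together with compound; plate controls were apelin-13 plus DMSO wells for no effect and DMSO wells lacking apelin-13 for full effect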
XBP1 UPR activ: adaptive UPR (XBP1) activation; CHO-XBP1 luciferase reporter, IRE1-XBP1 UPR activation, luminescence; percent of tunicamycin response, DMSO as zero; activation, % at 20 µM; 0.33% of 330,000 active; AID 463104;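 active means versus positive control, 20 µM dose yields 30% or more activation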;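 further: 100% = tunicamycin at 10 µg/mL and 0% = DMSO only wells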
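Material: CHO cell line with stable XBP1 luciferase reporter; schedule: 16-18 h cell attachment at 37 °C, then 6 h compound exposure; signal: glow luminescence from Steady-Glo reagent; medium: serum-containing F12 medium, 10% FBS; benchmarks: tunicamycin 10 µg/mL and vehicle-only wells; read-out: percent activation relative to tunicamycin reference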
EBI2 block: antagonists of human EBI2 receptor | EBI2 beta-arrestin recruitment, luminescence, 7a,25-OHC stimulated | P32249 | inhibition, % at 5 µM | 0.81% of 360,000 active; in the data active means inhibition above about 38%;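 further: enzyme fragment complementation signal reports receptor beta-arrestin coupling in cells; 0% = agonist plus DMSO wells and 100% = wells without agonist; some results beyond the cut were filed as inactive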
Target sequence (P32249 whole entry, looked up, the tested form may be a part): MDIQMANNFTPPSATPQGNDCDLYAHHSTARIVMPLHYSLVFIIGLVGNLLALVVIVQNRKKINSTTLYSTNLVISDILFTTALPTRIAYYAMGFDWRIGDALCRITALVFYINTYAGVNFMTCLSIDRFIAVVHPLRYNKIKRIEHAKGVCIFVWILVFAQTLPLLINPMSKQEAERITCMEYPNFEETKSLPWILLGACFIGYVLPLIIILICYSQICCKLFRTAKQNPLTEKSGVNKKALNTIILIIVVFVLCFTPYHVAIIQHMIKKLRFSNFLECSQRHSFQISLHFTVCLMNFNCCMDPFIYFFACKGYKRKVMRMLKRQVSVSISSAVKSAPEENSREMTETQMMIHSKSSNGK
CHOP UPR activ: activators of apoptotic arm of unfolded protein response (CHOP); 0.34% of 330,000 active; CHO-CHOP luciferase reporter, UPR activation, luminescence; percent of tunicamycin response over DMSO baseline; activation, % at 10 µM; AID 449763;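 active means at 10 µM dose, activation of 40% or more, normalized to positive control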;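 further: 100% = tunicamycin at 10 µg/mL and 0% = DMSO alone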
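Assay system: CHO-CHOP cells, stable luciferase reporter of PERK-eIF2a-CHOP signalling / Buffer or medium: F12 plus 10% serum / Compound dosing: one dose, 10 µM in 0.5% DMSO / Times: 6 h compound treatment, 37 °C / Technique: luciferase luminescence / Read-out: % reporter activation, DMSO baseline versus tunicamycin full activation / Benchmarks: tunicamycin and DMSO controls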
Mdm2 MdmX PPI: inhibitors of human Mdm2/MdmX interaction; O15151+Q00987; SaOS-2 split-luciferase Mdm2/MdmX complementation, luminescence; inhibition, % at 8 µM; 3% of 330,000 active;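 active means inhibition of at least 50% at 8 µM in the primary screen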
tim23-1 inh: tim23-1 yeast growth inhibition. S. cerevisiae tim23-1 growth, BacTiter-Glo luminescence, 24 h. inhibition, % at 20 µM. 1.3% of 330,000 active;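 active means growth inhibition of the mutant yeast at or above 50%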;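 further: temperature-sensitive mutant grown at 25 °C; plate controls were DMSO-treated mutant yeast for no effect and medium wells lacking yeast for full effect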
CXCR6 block: blocks human CXCR6 beta-arrestin recruitment | O00574 | CHO-K1 PathHunter CXCR6 beta-arrestin, luminescence | inhibition, % at 20 µM | 0.36% of 360,000 active | AID 602244; in the data active means inhibition above about 34%, passing the limit was not always enough;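 further: antagonist mode with CXCL16 agonist at 10 nM final; 0% = 10 nM CXCL16 with DMSO and 100% = unstimulated wells without agonist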
Target sequence (O00574 whole entry, looked up): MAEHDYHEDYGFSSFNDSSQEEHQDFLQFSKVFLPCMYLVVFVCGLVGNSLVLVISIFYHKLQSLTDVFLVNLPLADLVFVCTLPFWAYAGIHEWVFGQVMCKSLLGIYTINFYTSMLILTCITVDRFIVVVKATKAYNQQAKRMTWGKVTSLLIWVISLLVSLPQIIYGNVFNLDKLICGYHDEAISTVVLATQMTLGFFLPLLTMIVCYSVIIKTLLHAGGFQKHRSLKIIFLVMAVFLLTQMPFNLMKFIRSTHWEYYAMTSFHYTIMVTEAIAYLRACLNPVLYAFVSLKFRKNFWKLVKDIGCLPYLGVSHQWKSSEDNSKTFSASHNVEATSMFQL
CCR6 antag: CCR6 (human) receptor antagonism; CHO-K1 CCR6 PathHunter beta-arrestin, luminescence, CCL20-stimulated; inhibition, % at 20 µM; AID 493098; 0.49% of 340,000 active;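 active means compounds whose inhibition of the agonist-driven luminescence signal at 20 µM reaches about 50%, limit read from the data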;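 further: cells stimulated with CCL20 at 14 nM final; plate controls were DMSO with CCL20 for no effect and DMSO without agonist for full effect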
* hit, by the source's call; . = no result given.

compound	APJ agonist	APJ antag	XBP1 UPR activ	EBI2 block	CHOP UPR activ	Mdm2 MdmX PPI	tim23-1 inh	CXCR6 block	CCR6 antag
COc1cccc(C2C3=C(N=c4s/c(=C\c5ccccc5O)c(=O)n42)c2ccccc2CC3)c1OC (stereo unspecified)	-3	5	52*	.	105*	95*	16	.	.
Cc1cc2ccccc2c(=O)n1CC(=O)NCC(=O)N(C)C1CCCCC1	1	4	3	-1	0.1	-14	-2	0	-12
Cc1oc(-c2ccccc2)nc1C(=O)N1CCN(c2ccc(F)cc2)CC1	-4	-16	1	4	-1.2	-16	26	3	8
COC(=O)C1CCN(C(=O)CCC2CCCCC2)CC1	-1	-2	0	-4	-0.1	10	7	-1	-7
COc1ccc(C(=O)NCCc2nnc(SCC(=O)Nc3ccccc3F)n2C)cc1	2	16	-5	-6	0.9	13	-5	1	4
Nc1nonc1-n1nnc(C(=O)N/N=C/c2cccnc2)c1CSc1ccc(Cl)cc1	1	-52	0	0	2.0	17	20	-1	-18
CCOC(=O)C(CCCCOc1cccc(CC)c1)C(=O)OCC	-1	-18	-2	-14	3.6	-20	-15	2	13
COc1ccc(C(C)NC(=S)NCc2ccc(F)cc2)cc1OC (stereo unspecified)	7	20	-1	-4	1.7	-8	-21	-4	11
CCOC(=O)CNC(=O)c1cc(C)oc1C	-4	14	-1	.	-1.4	8	6	.	.
O=C(CCn1c(=O)sc2ccccc21)NCc1ccco1	-1	8	0	-4	2.3	-6	12	-1	0
Cc1cc(C(=O)NCc2cccs2)nn1C	-4	-15	-1	-4	-1.2	17	-18	-12	-2
Cc1cc(N)ccc1-c1cc2ccccc2oc1=O	-1	5	-1	7	1.7	11	17	1	9
OCn1ncn(-c2ccccc2)c1=S	0	-9	-1	0	0.4	28	15	-9	-22
CN(C(=S)Nc1ccc(F)cc1)C1(c2ccccc2Cl)CCCCC1=O (stereo unspecified)	-5	26	-5	4	-1.5	7	25	1	7
CCCCCN(C(=O)CCC(=O)OCc1cccc(F)c1)c1c(N)n(CCCC)c(=O)[nH]c1=O	-2	11	-2	4	-1.3	26	13	-8	6
O=S(=O)(c1cccc(-c2cn3ccccc3n2)c1)N1CCCC1	8	-21	-4	2	6.4	-1	3	-7	-18
c1ccc2c(c1)C(=Nn1cnnc1)c1ccccc1-2	1	0	-4	-4	-1.9	1	2	-3	-12
Cc1cc(C(=O)N/N=C/C=C/c2ccccc2)c(C)o1	-1	-4	-3	8	2.2	10	4	-5	4
CCCCn1nnc(NC(=S)NC(=O)c2cccs2)n1	-6	11	1	-1	4.5	2	43	29	45
COc1ccc(NC(=O)CN(C)C(=O)/C=C/c2cn(Cc3ccccc3)nc2-c2cccnc2)cc1	2	3	-1	-5	-1.7	9	1	-6	3
O=C(NNc1nc2cc3c(cc2s1)OCO3)c1cccc(F)c1	0	-41	2	-11	4.5	15	11	-12	5
O=C(COc1ccccc1[N+](=O)[O-])N(C1CCCCC1)C1CCS(=O)(=O)C1 (stereo unspecified)	-4	-7	0	-2	-1.0	17	8	0	9
CC(Sc1ccsc1[N+](=O)[O-])C(=O)NCCc1ccc(Cl)cc1 (stereo unspecified)	3	11	-1	8	0.5	24	11	11	31
CN(CCc1ccccn1)C(=O)c1ccc(OC2CCN(CCc3ccccc3)CC2)cc1	4	9	-4	9	1.4	5	7	2	14
O=C(CCn1cnnn1)Nc1ccc(F)cc1	-3	6	2	8	2.1	-28	6	6	4
CC(C)c1ccccc1NC(=O)CC1(CC(=O)O)CCCC1	-2	-7	-2	0	-1.0	-4	9	5	15
CSCC[C@H](NC(=O)OC(C)(C)C)c1nnc(SCC(=O)Nc2c(C)cccc2C)o1	5	10	-3	-2	-1.8	16	3	1	22
COc1ccc(NC(=O)Nc2nccs2)cc1	-1	4	1	-8	3.5	-24	27	1	-1
CCCc1nc2ccccc2c(C(=O)OCC(=O)Nc2ccc(S(=O)(=O)N3CCOCC3)cc2)c1CC	2	8	6	22	-0.7	38	18	0	4
CC(=O)Nc1ccc(NC(=O)c2ccccc2C)cc1	-1	0	-3	-4	-1.1	11	-16	-1	1

3 of the entries above in order of the XBP1 UPR activ value, lowest first.
| SMILES | APJ antag | XBP1 UPR activ | EBI2 block | Mdm2 MdmX PPI | CXCR6 block | CCR6 antag |
| --- | --- | --- | --- | --- | --- | --- |
| CN(CCc1ccccn1)C(=O)c1ccc(OC2CCN(CCc3ccccc3)CC2)cc1 | 9 | -4 | 9 | 5 | 2 | 14 |
| CC(Sc1ccsc1[N+](=O)[O-])C(=O)NCCc1ccc(Cl)cc1 (stereo unspecified) | 11 | -1 | 8 | 24 | 11 | 31 |
| O=C(NNc1nc2cc3c(cc2s1)OCO3)c1cccc(F)c1 | -41 | 2 | -11 | 15 | -12 | 5 |

Following part.
compound	APJ agonist	APJ antag	XBP1 UPR activ	EBI2 block	CHOP UPR activ	Mdm2 MdmX PPI	tim23-1 inh	CXCR6 block	CCR6 antag
O=C1Cc2cc(S(=O)(=O)NCc3ccc(F)cc3)ccc2N1	-4	0	-3	-6	-1.4	12	0	-8	-8
COCCNC(=O)C1Nc2ccc(OC(F)(F)F)cc2C2C=CCC12 (stereo unspecified)	2	7	-1	-5	-1.9	14	14	-13	10
CCOC(=O)c1sc(NC(=O)c2cccnc2)nc1C	1	9	2	2	2.9	-5	10	-6	6
CC(=O)c1cccc(N(CC(=O)Nc2ccc(S(=O)(=O)N3CCCC3)cc2)S(C)(=O)=O)c1	0	-22	0	-7	0.1	10	5	-4	2
Cn1c(NCc2cccc(Br)c2)nc2ccccc21	-6	0	2	3	2.2	10	19	-9	24
CCc1nnc(NC(=O)c2ccc(S(=O)(=O)N3CCCc4ccccc43)cc2)o1	-7	-17	1	0	4.3	47	22	8	14
CC(C)CCNC(=O)CCc1nnc2ccc(N3CCC(C)CC3)nn12	-3	10	-1	14	0.9	-7	5	-3	7
O=C(CC1C(=O)NCCN1C/C=C/c1ccccc1)NCCCC1CCCC1 (stereo unspecified)	-2	-4	3	-4	2.0	1	8	-1	-1
COc1cc(/C=C2/C(=O)NN(c3cccc(C)c3)C2=O)cc([N+](=O)[O-])c1O	-6	38	1	-7	-0.2	6	-2	26	41
CCc1ccc(NC(=O)C2CCC(CNC(=O)[C@@H]3Cc4ccccc4CN3)CC2)cc1 (stereo partly specified)	10	6	-5	1	2.6	6	8	4	-3
Cn1ncc(N=Cc2ccc([N+](=O)[O-])cc2)c1C(=O)N1CCOCC1	7	-11	-2	-8	0.6	-10	-2	-4	-18
O=C(CN1C(=O)CCS(=O)(=O)c2ccccc21)Nc1ccc(Cl)cc1	1	8	-5	-15	0.3	12	4	-8	8
CCOCCCNC(=O)C(c1ccc(C)cc1)N(Cc1cccs1)C(=O)c1ccccc1O (stereo unspecified)	-3	-28	-1	5	1.7	3	22	7	11
Cc1ccc(S(=O)(=O)NC(CC(N)=O)C(=O)O)cc1 (stereo unspecified)	-3	6	1	4	0.5	-2	14	-3	-13
O=C(N/N=C/c1cccc(Oc2ccccc2)c1)c1ccncc1	1	-12	-4	1	0.6	11	27	-4	2
CCO[C@H]1OC(C(=O)NCc2nc3ccccc3[nH]2)=C[C@@H](c2ccccc2)[C@@H]1CCCO	-3	4	1	7	1.3	-5	3	4	11
COC(=O)/C(=C(/F)SCC(C)=O)C(F)(F)F	-2	8	-2	.	-2.4	3	25	.	.
CC(C)C[C@@]12C(=O)N(c3cccc(Cl)c3)C(=O)N1[C@H](c1ccc(Br)cc1)[C@@H]1C(=O)N(C(C)(C)C)C(=O)[C@@H]12	-4	6	2	-2	-1.2	50*	19	-11	6
Cc1ccc(S(=O)(=O)N2[C@@H](c3ccc(F)cc3)C(C(=O)O)=CC[C@H]2c2cccc(C)c2)cc1	-3	7	0	2	-0.1	13	12	11	9
COc1ccc(OC)c(/C=N/N(CCC#N)C2=NS(=O)(=O)c3ccccc32)c1	-3	18	0	9	8.2	14	-19	-2	13

Gathered by group, the compounds so far containing an aryl methoxy group
compound	APJ agonist	APJ antag	XBP1 UPR activ	EBI2 block	CHOP UPR activ	Mdm2 MdmX PPI	tim23-1 inh	CXCR6 block	CCR6 antag
COc1cccc(C2C3=C(N=c4s/c(=C\c5ccccc5O)c(=O)n42)c2ccccc2CC3)c1OC (stereo unspecified)	-3	5	52*	.	105*	95*	16	.	.
COc1ccc(C(=O)NCCc2nnc(SCC(=O)Nc3ccccc3F)n2C)cc1	2	16	-5	-6	0.9	13	-5	1	4
COc1ccc(C(C)NC(=S)NCc2ccc(F)cc2)cc1OC (stereo unspecified)	7	20	-1	-4	1.7	-8	-21	-4	11
COc1ccc(NC(=O)CN(C)C(=O)/C=C/c2cn(Cc3ccccc3)nc2-c2cccnc2)cc1	2	3	-1	-5	-1.7	9	1	-6	3
COc1ccc(NC(=O)Nc2nccs2)cc1	-1	4	1	-8	3.5	-24	27	1	-1
COc1cc(/C=C2/C(=O)NN(c3cccc(C)c3)C2=O)cc([N+](=O)[O-])c1O	-6	38	1	-7	-0.2	6	-2	26	41
COc1ccc(OC)c(/C=N/N(CCC#N)C2=NS(=O)(=O)c3ccccc32)c1	-3	18	0	9	8.2	14	-19	-2	13

An excerpt; the hit share may differ from the screen's.
